# Screening results from PubChem BioAssay.
# miR122 inh: blocks miR-122 activity in Huh7 sensor cells | 0.3% of 340,000 active | Huh7 miR-122 Renilla luciferase sensor, 48 h; neutral wells = 0, positive control = 100 | activation (reporter increase), % at 12.5 µM;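 active means mean replicate activation score at least 90 and every replicate individually at or above 90; inconclusive means only one of the two criteria met; inactive means neither criterion met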;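 further: higher luciferase means less miR-122 activity so hits act as miR-122 inhibitors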
# ERp5 inh: ERp5 (human) disulfide isomerase inhibition; ERp5 insulin aggregation, absorbance 650 nm, 90 min; inhibition, % at 9.99 µM; 0.05% of 350,000 active;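 active means mean replicate inhibition above about 25%, with every replicate also reaching it, limit read from the data, passing the limit was not always enough; inconclusive means only one of those two criteria met; inactive means neither criterion met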
# Target sequence (Q15084 whole entry, looked up): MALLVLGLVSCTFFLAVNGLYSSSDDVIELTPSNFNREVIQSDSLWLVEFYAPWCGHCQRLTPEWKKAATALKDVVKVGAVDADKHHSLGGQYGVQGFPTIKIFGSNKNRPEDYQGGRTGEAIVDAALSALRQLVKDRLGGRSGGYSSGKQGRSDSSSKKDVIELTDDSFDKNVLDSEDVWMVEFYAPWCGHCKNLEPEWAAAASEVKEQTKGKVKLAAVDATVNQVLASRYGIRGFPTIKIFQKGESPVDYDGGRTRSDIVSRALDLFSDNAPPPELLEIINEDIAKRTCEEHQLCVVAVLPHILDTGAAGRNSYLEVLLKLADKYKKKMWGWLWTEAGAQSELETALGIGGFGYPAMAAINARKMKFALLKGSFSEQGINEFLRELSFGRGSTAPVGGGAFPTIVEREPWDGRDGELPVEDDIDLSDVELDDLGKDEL
# ERAP1 HTS inh: inhibitors of human ERAP1 aminopeptidase | inhibition, % at 10.7 µM | recombinant ERAP1, Leu-AMC fluorescence, 60 min | 0.15% of 340,000 active | Q9NZ08 | AID 652197;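 active means mean replicate inhibition of at least 30%, or all replicates individually reaching that 30% level; inactive means mean below 30% and not every replicate reaching it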;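 further: 0% = neutral control wells and 100% = L-leucinethiol positive control wells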
# SIRT5 inh: inhibitors of human sirtuin-5 desuccinylase. Q9NXA8. Purified SirT5, succinyl-peptide AMC, trypsin-coupled fluorescence. inhibition, % at 15 µM. 1.1% of 330,000 active; in the data active means inhibition above about 15%; inconclusive means no clear call, values can overlap the other calls
# Target sequence (Q9NXA8 whole entry, looked up): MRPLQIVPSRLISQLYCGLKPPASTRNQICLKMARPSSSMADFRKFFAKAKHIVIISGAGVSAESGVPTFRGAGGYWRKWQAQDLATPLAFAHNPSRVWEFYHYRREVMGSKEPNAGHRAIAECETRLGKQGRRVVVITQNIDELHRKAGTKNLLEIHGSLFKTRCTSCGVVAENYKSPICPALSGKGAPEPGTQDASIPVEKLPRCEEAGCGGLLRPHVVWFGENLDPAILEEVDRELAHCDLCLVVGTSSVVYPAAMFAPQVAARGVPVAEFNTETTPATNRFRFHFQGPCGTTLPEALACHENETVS
# CASP6 VEID inh: blocks human caspase-6 cleavage activity. 0.53% of 350,000 active. P55212. purified caspase-6, Z-VEID-R110 cleavage fluorescence. inhibition, % at 12.5 µM;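 active means mean inhibition across replicates at least about 35%, with every replicate also reaching that limit, limit read from the data; inconclusive means only one of the two criteria met; inactive means neither criterion met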;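 further: 0% = median of neutral control wells and 100% = no fluorescence left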
# Target sequence (P55212 24-179 limits assumed): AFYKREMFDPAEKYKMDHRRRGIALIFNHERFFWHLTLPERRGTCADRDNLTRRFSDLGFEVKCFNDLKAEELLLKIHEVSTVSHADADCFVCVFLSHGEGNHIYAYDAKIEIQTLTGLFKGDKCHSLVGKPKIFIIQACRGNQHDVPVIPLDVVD
# Target sequence (P55212 194-293 limits assumed): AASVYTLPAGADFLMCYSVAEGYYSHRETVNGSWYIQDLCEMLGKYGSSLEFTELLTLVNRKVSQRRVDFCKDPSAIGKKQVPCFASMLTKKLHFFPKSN
# DENV2 CPE rescue: protects cells from dengue virus 2 cytopathic effect; DENV2-infected cells, cytopathic effect rescue, plate reader; CPE inhibition, % at 9.99 µM; 1.7% of 350,000 active; AID 651640; in the data active means CPE inhibition above about 20%, passing the limit was not always enough; inconclusive means no clear call, values can overlap the other calls; tested in BHK-21 cells;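 further: 0% = median of neutral control wells and 100% = median of positive control wells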
# CFTR F508del cor: CFTR F508del correction in bronchial cells | CFBE cells, YFP halide quenching; stimulated with forskolin plus potentiator P3; % fluorescence drop versus neutral controls | 0.36% of 350,000 active | activity (quench increase), % at 7.58 µM;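 active means mean added fluorescence quench of at least 8% versus neutral control, with both replicates also reaching 8%; inconclusive means only one of the mean or replicate conditions met; inactive means mean below 8% and not both replicates reaching 8%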;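 further: cells transiently co-express mutant CFTR-F508del with the halide-sensitive YFP; corrector assay measuring rescue of mutant channel to the surface after 24 h compound exposure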
# Starred values were filed as active, the others as inactive; ? = inconclusive; . = not tested or not shown; & = joins results of further samples; [ ] = remark or other dose.
# Under each structure: CASP6 VEID inh, ERAP1 HTS inh, SIRT5 inh, ERp5 inh, DENV2 CPE rescue, miR122 inh, CFTR F508del cor
CCOC(=O)N1CCN(S(=O)(=O)c2ccc(C(=O)Nc3sc4c(c3C(=O)OC)CCN(C)C4)cc2)CC1
→ -22, -3, 0, -2, -5, -29, 0.7
Cc1cccc(NC(=S)N2CCCCC2c2cccnc2)c1C (stereo not given)
→ -1, 0, -2, -2, 8, 2, -1.7
CCCCN(C(=O)C1CC(=O)N(Cc2ccc(C)cc2)C1)c1c(N)n(CC(C)C)c(=O)[nH]c1=O (stereo not given)
→ 0, 0, -4, 0, 2, ., 4.6
CN1C(=O)NC(c2ccccc2[N+](=O)[O-])C2=C1CCCC2=O (stereo not given)
→ 10, 3, 2, -1, ?, ., 1.4
Cc1noc(C)c1NC(=O)NCC[C@H]1CC[C@H](NC(=O)c2ccncc2)[C@@H](CO)O1
→ -1, -4, 2, 3, 2, ., -0.9
Cc1ccc([N+](=O)[O-])cc1S(=O)(=O)Nc1ccc(-c2ccc(N3CCCC3)nn2)cc1
→ 5, 0, -6, -5, -5, ., -1.4
O=C(NC(=S)Nc1nc(-c2cccc([N+](=O)[O-])c2)cs1)c1ccccc1Cl
→ 0, -1, -3, -5, 4, 4, -2.1
COC(=O)C1(C(=O)OC)c2ncccc2N(S(=O)(=O)c2ccc(C)cc2)C1CC(=O)c1ccccc1 (stereo not given)
→ 5, -4, -2, -4, 21*, ., 1.1
O=C(C[C@H]1CC[C@@H]2[C@H](COC[C@H](O)CN2Cc2ccc(Oc3ccccc3)cc2)O1)N1CCc2ccccc2C1
→ -1, 0, 18*, -2, -3, -9[16.7 µM], 11*
COC(=O)c1ccc(N2NC(=O)/C(=C/c3cc(OC)c(OC)c(OC)c3)C2=O)cc1
→ ., 3, 2, 3, -1, ., 7.5
CCOC(=O)[C@]12CCCC=C1N(Cc1ccco1)C(=O)[C@H](CC(=O)N1CCOCC1)C2
→ -1, -3, -3, 4, -5, ., -4.4
Cc1ccc(S(=O)(=O)Nc2ccc3c(c2)C(=O)N([C@H](C)CO)C[C@H](C)[C@@H](CN(C)S(=O)(=O)c2c(C)noc2C)OCCCC[C@@H](C)O3)cc1
→ -2, -4, -3, 3, -1, 3[16.7 µM], 1.7
CC(CSc1n[nH]c(=S)s1)c1ccccc1 (stereo not given)
→ -1, -4, 2, -3, -15, ., 1.2
C[C@H]1CN([C@@H](C)CO)C(=O)c2cc(NC(=O)CCN3CCOCC3)ccc2O[C@@H]1CN(C)Cc1ccccc1
→ 3, 3, 1, 0, -2, 2[16.7 µM], -3.8
COCOc1cc(O)c(C(=O)/C=C/c2ccccc2)c(OCOC)c1
→ -3, 0, 1, -1, 2, -4, -2.2
Cc1ccc(C2(C)NC(=O)N(CC(=O)Nc3nc(-c4ccccn4)cs3)C2=O)cc1 (stereo not given)
→ 5, 1, -2, -4, -6, 9, 10.0*
Cc1ccc(NC(=O)c2c3c(nc4ccccc24)CCC3)cc1
→ -1, -2, -4, -1, 7, 10, -0.7
CCc1c(C)nc(SCc2ccccn2)[nH]c1=O
→ 4, 0, 3, 2, -4, ., 1.5
O=C(NCc1ccccc1)Nc1cc(Cl)ccc1Cl
→ 1, -1, -7, 9, 5, 10, -0.6
Cc1oc(-c2cccs2)nc1CN1CCC(c2ccccc2)CC1
→ -1, -4, 12, 2, 20, 1, -3.7
COCC#Cc1cnc2c(c1)C(=O)N([C@@H](C)CO)C[C@@H](C)[C@H](CN(C)C)O2
→ -11, -1, 1, -8, ., -1[16.7 µM], -2.4
C[C@H]1CN([C@@H](C)CO)S(=O)(=O)c2ccc(-c3cccnc3)cc2O[C@H]1CN(C)C(=O)CN(C)C
→ 2, 4, 4, -1, 12, -2[16.7 µM], 0.0
O=C(N[C@@H]1CC[C@@H](CCNS(=O)(=O)c2ccc(Cl)cc2)O[C@@H]1CO)c1cnccn1
→ 0, 2, -3, 3, -10, ., 2.4
C[C@H](CO)N1C[C@H](C)[C@@H](CN(C)C(=O)Nc2ccc(C(F)(F)F)cc2)Oc2c(NC(=O)CCC(F)(F)F)cccc2C1=O
→ 0, 1, 2, 1, -10, 14, -0.1
O=C(C[C@@H]1CC[C@H](NC(=O)Nc2ccc(C(F)(F)F)cc2)[C@@H](CO)O1)NCc1cccc(F)c1
→ 1, -3, 2, -5, -6, ., 0.1
N#CC(C#N)=Cc1c(N2CCN(c3ccccc3)CC2)nc2ccccn2c1=O
→ 1, 5, 0, 5, -3, 8, -0.3
Cc1cc(=O)[nH]c(/N=C(\N)Nc2ccc(SC(F)F)cc2)n1
→ 7, -2, 8, 0, -5, 0, -4.0
Cc1ccc(-c2ccc(C3[C@@H]4CN(S(=O)(=O)c5ccc(C)cc5)C[C@H]3N4)cc2)cc1 (stereo not given in full)
→ 0, -1, ., -3, -20, ., -4.6
CCn1c(C)nc2cc(N)ccc21
→ -8, ., 2, -6, ., -3, -1.2
O=C(Nc1ccnn1C1CCN(C(=O)Cc2ccccc2F)CC1)C1CC1
→ 0, 5, 0, 5, 4, 2, 0.6
O=C(CNS(=O)(=O)c1cccc2nsnc12)NCCc1ccccc1
→ 2, 0, -2, 2, 2, -5, -0.4
CCOc1ccc2nc(CN3CCN(Cc4ccccc4OCC)C(CCO)C3)ccc2c1 (stereo not given)
→ 1, -3, -2, 1, 3, ., -0.8
COc1ccc(OC)c(/C=C2\NC(=O)NC2=O)c1
→ 1, -1, 2, 6, 3, ., 1.2
O=C(Nc1ccc2c(c1)OCCO2)C1c2ccccc2OCC(=O)N1CCCN1CCOCC1 (stereo not given)
→ -3, -2, -2, 8, 8, ., 2.4
O=C(CC12CC3CC(CC(C3)C1)C2)NC(=S)N1CCCCC1
→ 1, 6, -4, 3, ., ., .
N#CC(C#N)=C/C=C(\Nc1ccc(Cl)cc1)c1ccc(Cl)cc1
→ -3, -1, -8, -9, ?, -2, -1.1
C[C@H](CO)N1C[C@H](C)[C@H](CN(C)Cc2cncnc2)Oc2ncc(C#C[C@@H](C)O)cc2C1=O
→ -5, 0, 5, 6, -7, -4[16.7 µM], 0.6
CCN(CC)S(=O)(=O)c1ccc(C)c(NC(=O)CNc2cccc(S(=O)(=O)N3CCCC3)c2)c1
→ 2, -3, -3, 5, -4, 31, 2.5
CS(=O)(=O)Nc1ccc2c(c1)[C@@H]1C[C@@H](CC(=O)N3CCCCC3)O[C@@H](CO)[C@@H]1O2
→ ., ., ., ., -3, 6[16.7 µM], 1.0
CCN1CCN(c2ccc(NC(=O)CCc3c(C)nc4c(-c5ccccc5)c(C)nn4c3C)cc2)CC1
→ -2, 4, -1, -2, 4, -7, 1.8
O=S(=O)(N/N=C/c1cccc(OC2CSC2)c1)c1ccccc1
→ -2, 0, -4, 0, 1, -9, -0.6
CN1[C@@H]2Cn3c(ccc(-c4ccc(F)cc4)c3=O)[C@H]1[C@@H](C(=O)Nc1nccs1)[C@@H]2CO
→ 2, 2, -5, 3, 13, 2[16.7 µM], 0.8
Cc1ccc(C)c(NC(=O)CN(C)C(=O)Cc2ccc(Cl)cc2Cl)c1
→ -6, 0, -1, 0, 2, -7, -3.4
CC(CN(C)Cc1nc(Cc2cccc(C(F)(F)F)c2)no1)CN1CCCC1 (stereo not given)
→ -5, -3, -3, -3, -3, ., -2.6
Cc1cc(=O)c2cc(Cl)ccc2[nH]1
→ -6, 0, -1, 4, 11, ., -4.8
Cc1cc(C)nc(NC(=S)NC(=O)c2ccccc2F)n1
→ -4, -1, -5, -1, 5, -5, -1.4
CC(C)NC(=O)Nc1ccc2c(c1)C(=O)N([C@@H](C)CO)C[C@H](C)[C@H](CN(C)C(=O)Nc1ccc(C(F)(F)F)cc1)O2
→ 1, 2, 2, 3, 17, -5[16.7 µM], -0.2
C[C@H](CO)N1C[C@H](C)[C@@H](CN(C)Cc2ccc(C(=O)O)cc2)Oc2ccc(NC(=O)Cn3cnnn3)cc2C1=O
→ 3&-10, -1&-2, 10&-5, 2&-4, -2&9, 1[16.7 µM], 0.3&2.0
COC(=O)c1cc2c(c3c4cc(OC)ccc4n(S(=O)(=O)c4ccc(OC)cc4)c13)C(=O)N(C1CCCCC1)C2
→ 2, -3, ., -2, 4, ., -2.8
COc1ccc(-c2nnc(NC(=O)c3ccc([N+](=O)[O-])o3)o2)c(OC)c1
→ 6, 3, 1, 1, 1, ., 1.6
Cc1cc(C)c(NC(=O)C2CCN(S(C)(=O)=O)CC2)c(C)c1
→ 0, -2, -2, 0, 0, -1, 1.9
CCOC(=O)c1cc(C(=O)NN)c(C)nc1C
→ 0, -2, -4, 1, 6, 9, -1.1
C[C@@H]1C[C@H]2[C@@H]3C[C@H](F)C4=CC(=O)C=C[C@]4(C)[C@@]3(Cl)[C@@H](O)C[C@]2(C)[C@H]1C(=O)COC(=O)C(C)(C)C
→ 1, -2, 1, -8, 2, 3, 5.5
Cc1ccc(N=C2SC(C(=O)Nc3ccc(OC(F)(F)F)cc3)C(N)=C2C(=O)Nc2c(C)cc(C)cc2C)cc1 (stereo not given)
→ 2, 4, ., 2, 2, ., .
O=C(O)CCCN1C(=O)C2C3CC(C2C1=O)C1C(c2ccccc2)c2sc(=O)[nH]c2SC31 (stereo not given)
→ 7, 2, 0, 16, 6, ., -3.0
CC(C)c1ccc(/C=N/N2CCCCC2)cc1
→ -9, 1, -2, 4, 8, ., -0.9
Cc1oc(-c2ccc(Cl)cc2)cc1C(=O)N1CCC1(C)C(=O)O (stereo not given)
→ 3, 6, 2, 0, 15, -3, -3.2
CC1=CC(C)[C@H](/C=N/n2c(=O)[nH]c3c([nH]c4ccc(Br)cc43)c2=O)C(C)C1 (stereo not given in full)
→ -3, 0, -1, -1, ., -6, -2.5
C[C@@H]1CN([C@@H](C)CO)C(=O)c2cc(NC(=O)Cc3cn(C)c4ccccc34)ccc2O[C@@H]1CN(C)Cc1ccncc1
→ -3, 3, 2, -2, 0, -2[16.7 µM], -0.7
COc1cccc(C#Cc2ccc([C@H]3[C@@H](CO)N4C(=O)CN(C(=O)Cc5cccnc5)C[C@H]34)cc2)c1
→ 11, -4, -2, 0, -9, ., 3.1

# The results go on.
# Under each structure: CASP6 VEID inh, ERAP1 HTS inh, SIRT5 inh, ERp5 inh, DENV2 CPE rescue, miR122 inh, CFTR F508del cor
CC1=C(C(=O)Nc2ccc(C(=O)NCCC(C)C)cc2)SCCO1
→ 2, 1, -2, 3, 2, ., .
COc1cccc(OC)c1C(=O)Nc1c(C(=O)N2CCN(c3ccccn3)CC2)oc2ccccc12
→ 2, -3, 3, 1, 1, -5, 1.6
O=C1CCc2cc(S(=O)(=O)NC(C(=O)N3CCN(c4ccccn4)CC3)c3ccccc3)ccc2N1 (stereo not given)
→ 0, 2, -3, 10, -3, ., -1.6
CC=Cc1ccc2n(c1=O)C[C@@H]1[C@@H](CO)[C@H](C(=O)N3CCc4ccccc4C3)N(C(=O)C3CC3)[C@H]21 (mixture of isomers)
→ 4, 3, -1, -2, 1, ., .
O=C1CCN(CCCN2CCC(=O)NC2=S)C(=S)N1
→ 3, 4, ., -6, 0, -4, -1.1
Cc1noc(C)c1S(=O)(=O)N(C)C[C@H]1OCCCC[C@@H](C)Oc2ccc(NC(=O)C3CCCCC3)cc2C(=O)N([C@@H](C)CO)C[C@@H]1C
→ 0, -4, 6, 0, -2, -7[16.7 µM], -3.5
C[C@]12CCC(=O)C=C1CC[C@@H]1[C@@H]2C(=O)C[C@@]2(C)[C@H]1CC[C@]2(O)C(=O)CO
→ 2, 0, -1, 2, -3, -1, -1.6
Clc1cccc(Cn2ncc3ccccc32)c1
→ -2, -2, 2, 4, 16, -3, -0.3
O=C(O)c1cc(-c2cccs2)nc2ccc(Br)cc12
→ 5, 0, -3, -4, 6, ., -2.1
CC(C)CC(NC(=O)C(CC(C)C)NC(=O)C(Cc1ccc(OCc2ccccc2)cc1)NC(=O)OC(C)(C)C)C(N)=O (stereo not given)
→ -1, 10, 1, 0, 6, -8, -0.9
C[C@H]1CN([C@@H](C)CO)C(=O)Cc2cc(NS(C)(=O)=O)ccc2O[C@@H]1CN(C)Cc1ccc(C(=O)Nc2ccccc2N)cc1
→ 2, -3, 4, -6, -11, -8[16.7 µM], 0.9
COc1ccc(S(=O)(=O)N2CC[C@@H]3[C@H]2c2cc(C#Cc4ccccc4OC)ccc2N[C@@H]3CO)cc1
→ -2, 1, 13, -5, 46*, 15[16.7 µM], -1.4

# Rows were taken by chance; overall some 4% were active at least once.
